Mot1-301 SUMO: yeast Mot1-301 growth rescue at high temperature, primary screen, SUMOylation pathway inhibitor project, S. cerevisiae, ATP luminescence, 38.5C | 320,000 tested, 1% active | S. cerevisiae Mot1-301 growth rescue; percent above DMSO median, 100 means doubled | growth rescue, % at 18.8 µM | AID 2716, 2010;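 active = every valid replicate shows activation above 250% relative to neutral control wells; inactive = the rest, any valid replicate at or below 250%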;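 note: OY570 slx delta 5 strain wells were the positive control but not used for scaling; some compounds called inactive have numbers as strong as hits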
PKA-R1A act: activators of PKA-R1A holoenzyme, primary screen, biochemical, fluorescence polarization, Cy5-IP20, bovine R1A, mouse PKAc; 340,000 tested, 0.083% active; cAMP-dependent protein kinase type I-alpha regulatory subunit (Bos taurus) + …; AID 504707, 2011; activation, % at 11.4 µM; PKA-R1A dissociation; scaled: DMSO 0%, 113 µM cGMP 100%;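 active = percent activation above the mean of all tested compounds plus 3 SD, cut at about 19% in these data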;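 note: higher means more PKAc released from R1A so a rise in polarization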
MITF TRPM1 HTS: activators of MITF-driven TRPM1 promoter reporter, primary screen, cell-based, SK-MEL-5, luciferase, single point. 300,000 tested, 0.75% active. AID 588334, 2011. activation, % at 12.5 µM. SK-MEL-5 TRPM1-promoter luciferase, 24 h; % of positive control, neutral wells = 0;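 active = mean activation of at least 80% with every replicate also reaching 80%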;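 note: 0% = neutral control wells and 100% = parthenolide positive control wells; values of inactives mirror those of a sister screen read the other way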
dFosB act: activators of delta FosB homodimer, primary screen, biochemical, fluorescence polarization, TAMRA-CDK5 oligo, single point; Protein FosB (Mus musculus), P13346; purified delta FosB; percent of positive-control signal above neutral wells; activation, % at 25 µM; 340,000 tested, 0.99% active; AID 493131, 2011;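 active = mean activation above about 17%, with every replicate also reaching it, limit read from the data, passing the limit was not always enough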;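 note: fluorescence polarization rise as delta FosB binds a TAMRA Cdk5 AP-1 oligo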
Target sequence (P13346 whole entry, looked up): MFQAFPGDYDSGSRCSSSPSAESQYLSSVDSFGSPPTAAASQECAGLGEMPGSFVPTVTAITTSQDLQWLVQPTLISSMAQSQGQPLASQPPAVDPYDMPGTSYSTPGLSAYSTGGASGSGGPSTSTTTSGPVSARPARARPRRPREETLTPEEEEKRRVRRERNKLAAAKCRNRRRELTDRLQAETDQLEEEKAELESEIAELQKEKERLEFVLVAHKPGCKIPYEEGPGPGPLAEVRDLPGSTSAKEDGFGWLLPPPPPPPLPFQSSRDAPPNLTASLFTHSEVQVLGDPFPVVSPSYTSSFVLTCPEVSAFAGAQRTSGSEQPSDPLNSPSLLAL
PKA-R2B activ: activators of PKA-R2B holoenzyme, primary screen, biochemical, fluorescence polarization, Cy5-IP20, human; AID 504700, 2011; activation, % at 11.4 µM; 340,000 tested, 0.079% active; PKA-R2B holoenzyme dissociation; R2B truncated from residue 108, S112A mutant; 0% DMSO only, 100% 113 µM cGMP; cAMP-dependent protein kinase catalytic subunit beta (Homo sapiens) + cAMP-dependent …;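 active = activation above a cutoff set at the mean over all compounds plus 3 SD, cut at about 18% in these data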;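 note: higher means more holoenzyme dissociation and a rise in polarization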
Target sequence (P31323 whole entry, looked up, other chains not shown, the tested form may be a part): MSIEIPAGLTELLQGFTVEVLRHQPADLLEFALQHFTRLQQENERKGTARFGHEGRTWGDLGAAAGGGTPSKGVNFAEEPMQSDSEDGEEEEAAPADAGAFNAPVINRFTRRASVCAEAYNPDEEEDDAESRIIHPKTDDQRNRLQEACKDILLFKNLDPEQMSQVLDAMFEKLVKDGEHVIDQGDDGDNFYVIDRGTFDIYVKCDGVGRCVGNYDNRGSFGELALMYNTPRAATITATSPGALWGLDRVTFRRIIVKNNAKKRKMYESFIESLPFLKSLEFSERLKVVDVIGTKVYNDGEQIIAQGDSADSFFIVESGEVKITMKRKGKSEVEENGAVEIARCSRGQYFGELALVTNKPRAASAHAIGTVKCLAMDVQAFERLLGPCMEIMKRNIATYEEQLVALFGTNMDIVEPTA
SR-BI HDL uptake: inhibitors of SR-BI mediated HDL lipid uptake, primary screen, ldlA[mSR-BI] cells, fluorescence, single point; AID 488896, 2010; inhibition, % at 12.5 µM; ldlA[mSR-BI] CHO cells, DiI-HDL uptake fluorescence, 3 h; 320,000 tested, 0.96% active; Scavenger receptor class B member 1 (Mus musculus), Q61009;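 active = mean replicate inhibition of at least 70% and a set share of replicates each scoring 70 or more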;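 note: 0% = median of neutral control wells and 100% = median of positive control wells; values of inactives mirror those of a sister screen read the other way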
DSG3 Ab inh: inhibitors of pemphigus antibody binding to DSG3, primary screen, biochemical, bead-based, flow cytometry, scFv-GFP; AID 588358, 2011; 310,000 tested, 0.48% active; DSG3-coupled beads, scFv-anti-DSG3-GFP binding; active compounds read low; binding (percent of control), % at 10 µM;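 active = binding more than 3 SD below its plate's average and above zero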;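 note: hits lower antibody fragment binding to DSG3; some compounds called inactive have numbers as strong as hits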
Arr AP2 block: inhibitors of beta-arrestin/AP2 binding, primary screen, biochemical, GPCR trafficking, flow cytometry; beta-arrestin 1 C-terminal peptide binding to AP2 beta2-adaptin appendage (human); FITC-arrestin peptide / GST-AP2 beads; AP2 beta2 appendage carries R879A mutation; inhibition, % at 10 µM; 340,000 tested, 0.31% active; AID 504490, 2011;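 active = inhibition above a set limit, near 3 SD of compounds lacking own fluorescence, cut at about 54% in these data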;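 note: plate controls were DMSO wells for no effect and 5 µM unlabelled arrestin peptide for full effect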
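Test system: GST-tagged AP2 beta2-adaptin appendage (R879A) on 4 µm glutathione beads; also added: fluorescein-tagged arrestin peptide at 50 nM final; timing: 12 min plus 1 h, RT; signal: flow cytometry, FL1 (488/535 nm); read-out: percent drop in bead-associated FITC signal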
CDK5 p35 inh: inhibitors of human CDK5/p35 kinase, primary screen, biochemical, single concentration. 330,000 tested, 0.01% active. AID 488839, 2010. inhibition, % at 10 µM. Recombinant CDK5/p35, ADP-Glo luminescence, 60 min. Cyclin-dependent kinase 5 (Homo sapiens) + Cyclin-dependent kinase 5 activator 1 (Homo …;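 active = highest replicate inhibition of at least 50% and at least 75% of replicates reaching 50%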;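 note: plate controls were DMSO neutral control for no effect and GW8510 at 10 µM for full effect; many of its hits are not listed in these tables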
NSD2 HMT inh: NSD2 histone methyltransferase inhibitors, primary screen, biochemical, AlphaScreen, single concentration, set 2; Histone-lysine N-methyltransferase NSD2 (Homo sapiens), O96028; NSD2 peptide methylation, 120 min; inhibition, % at 12.5 µM; 310,000 tested, 0.54% active; in the data active = inhibition above about 50%
SR-BI DiI-HDL act: activators of SR-BI mediated DiI-HDL uptake, primary screen, ldlA[mSR-BI] CHO cells, DiI fluorescence; 3 h; 100 = double the neutral-control signal; activation, % at 12.5 µM; 320,000 tested, 0.096% active; AID 504775, 2011;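 active = mean replicate activation of at least 60% and every replicate at or above 60%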;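 note: 0% = median plate neutral-control signal and 100% = twice that signal; values of inactives mirror those of a sister screen read the other way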
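Material: SR-BI-overexpressing, LDLR-lacking CHO cells; schedule: compound exposure 3 h, 37 °C; reagent: DiI-labelled HDL at 10 µg/mL final; technique: bottom-read fluorescence, 550/595 nm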
* marks the source's active call; other numbers are inactive results; . = no result given.

nr	Mot1-301 SUMO	PKA-R1A act	MITF TRPM1 HTS	dFosB act	PKA-R2B activ	SR-BI HDL uptake	Molecule	DSG3 Ab inh	Arr AP2 block	CDK5 p35 inh	NSD2 HMT inh	SR-BI DiI-HDL act
1	-20.3	8.2	-0.7	-16.2	-10.8	27.6	COCCN(C(=O)COC(=O)CCC(=O)c1ccc(Cl)cc1)c1c(N)n(Cc2ccccc2)c(=O)[nH]c1=O	101.3	-6.9	-1.9	1.9	-27.6
2	-7.3	0.2	1.2	-7.4	-4.3	-2.6	CC1=C(C(=O)OCc2ccccc2)C(c2ccc(N(C)C)cc2)NC(=O)N1 (configuration not stated)	.	8.2	-3.7	-7.1	2.6
3	.	-5.4	7.8	-1.9	-8.0	29.1	Cc1ccc(S(=O)(=O)N(C)C)cc1NC(=O)C(C)Sc1ccccc1 (configuration not stated)	114.9	-0.2	-0.9	.	-29.1
4	-4.7	1.5	-5.2	-8.5	-0.1	-12.1	C[N+]1(CC(=O)OCCCc2ccccc2)CCCC1	82.7	-18.5	-0.2	-1.4	12.1
5	-1.5	-1.7	-1.6	1.6	-6.0	-9.7	CN(C)/C=N/c1c(C#N)cnn1-c1ccc(C(F)(F)F)cn1	103.3	-4.2	0.8	-1.8	9.7
6	9.8	0.8	-15.3	-6.9	-10.7	-3.2	C=CCN(c1ccccc1OC)S(=O)(=O)c1cccc(C(=O)OCC(=O)N2CC(C)OC(C)C2)c1 (configuration not stated)	.	-1.5	-0.6	-0.2	3.2
7	-9.1	-7.2	.	-7.0	-1.2	0.0	O=[N+]([O-])c1ccc(CSc2ccc(S(=O)(=O)N3CCCC3)cn2)cc1	103.5	-4.7	0.8	.	0.0
8	3.3	0.3	-5.5	-2.6	-0.7	25.0	C=CCn1c(=NC(=O)c2sc3ccccc3c2Cl)sc2cc(S(N)(=O)=O)ccc21	86.8	8.5	0.7	-2.5	-25.0
9	-45.4	-3.9	-91.9	-5.3	18.7*	4.3	CCN1C/C(=C/c2cccc([N+](=O)[O-])c2)C(=O)/C(=C/c2cccc([N+](=O)[O-])c2)C1	107.7	16.0	1.2	2.1	-4.3
10	7.4	-12.5	4.9	-8.1	1.0	-18.5	CC(C)NC(=O)NC1C2CC3CC(C2)CC1C3 (configuration not stated)	121.1	-0.2	-0.4	-1.3	18.5
11	-1.9	2.1	8.3	-8.8	5.9	.	O=C(O)c1ccccc1C(=O)Nc1ccc(S(=O)(=O)N2CCCC2)cc1	104.5	-1.6	-0.4	-3.8	.
12	.	9.6	1.3	-9.0	-6.7	-4.2	COC(=O)c1sc(NC(=O)COc2ccc(OC)cc2)nc1C	98.8	25.2	0.5	-1.9	4.2

Screen by screen, from the results shown:
Nos. 2–11 in DSG3 Ab inh read ., 114.9, 82.7, 103.3, ., 103.5, 86.8, 107.7, 121.1, 104.5
Nos. 2–11 in PKA-R2B activ read -4.3, -8.0, -0.1, -6.0, -10.7, -1.2, -0.7, 18.7*, 1.0, 5.9

Back to the main list with the four entries that preceded the break.
nr	Mot1-301 SUMO	PKA-R1A act	MITF TRPM1 HTS	dFosB act	PKA-R2B activ	SR-BI HDL uptake	Molecule	DSG3 Ab inh	Arr AP2 block	CDK5 p35 inh	NSD2 HMT inh	SR-BI DiI-HDL act
9	-45.4	-3.9	-91.9	-5.3	18.7*	4.3	CCN1C/C(=C/c2cccc([N+](=O)[O-])c2)C(=O)/C(=C/c2cccc([N+](=O)[O-])c2)C1	107.7	16.0	1.2	2.1	-4.3
10	7.4	-12.5	4.9	-8.1	1.0	-18.5	CC(C)NC(=O)NC1C2CC3CC(C2)CC1C3 (configuration not stated)	121.1	-0.2	-0.4	-1.3	18.5
11	-1.9	2.1	8.3	-8.8	5.9	.	O=C(O)c1ccccc1C(=O)Nc1ccc(S(=O)(=O)N2CCCC2)cc1	104.5	-1.6	-0.4	-3.8	.
12	.	9.6	1.3	-9.0	-6.7	-4.2	COC(=O)c1sc(NC(=O)COc2ccc(OC)cc2)nc1C	98.8	25.2	0.5	-1.9	4.2
13	-4.4	-0.1	-11.0	6.0	4.0	.	CCOC(=O)CCCNC(=O)CN1CCC(c2nc3ccccc3s2)CC1	104.0	31.6	1.3	-1.3	.
14	26.4	-1.9	0.8	1.1	2.8	-11.4	CC(C)[N+](C)(C)CC(O)CN(c1ccccc1)c1ccccc1 (configuration not stated)	92.7	-0.8	-0.1	-1.3	11.4
15	3.4	-1.8	-5.3	-3.1	1.3	4.4	Nc1nonc1NC(=O)CSc1ncccc1C(=O)O	85.9	6.1	-5.1	0.3	-4.4
16	0.8	.	.	-7.5	.	-14.8	N/C(=N\OC(=O)/C=C/c1ccccc1)c1ccc(Cl)cc1	95.4	20.2	-0.5	-1.9	14.8
17	-21.4	-9.5	0.8	-1.5	-8.7	5.9	CCOc1ccccc1CNC(=O)c1c([N+](=O)[O-])c(C)nn1C	114.9	-0.5	-3.7	-1.3	-5.9
18	-5.9	1.7	-4.9	-2.5	0.4	-46.2	COc1ccc(N2CCN(C(=S)Nc3ccc(C)cc3)CC2)cc1	102.3	6.0	-0.9	-1.0	46.2
19	-27.9	3.3	-74.7	15.3	0.1	17.0	Cc1ccc2nc(N(CCCN(C)C)C(=O)c3ccc(S(=O)(=O)N4CCc5ccccc5C4)cc3)sc2c1	.	12.4	0.2	0.8	-17.0
20	-20.0	-2.8	1.0	-11.7	-15.5	0.5	Cc1c(NC(=S)NC(=O)c2cccc(Br)c2)c(=O)n(-c2ccccc2)n1C	105.7	8.4	-0.5	-0.6	-0.5
21	7.7	11.9	0.9	-8.7	6.0	-15.2	Cn1c(=O)c2c(nc(CN3CCCCC3)n2CCCc2ccccc2)n(C)c1=O	103.1	-4.8	0.5	1.4	15.2
22	0.1	5.2	-2.3	-10.8	-3.1	16.7	Cc1ccc(NC(=O)c2ccc3c(c2)C(=O)N(c2ccccc2C)C3=O)nc1	106.8	15.1	-0.9	-0.9	-16.7
23	-15.9	-4.2	-4.9	-2.7	5.8	-23.0	CC(C)Oc1cccc(C(=O)Nc2ccc(N3CCN(S(C)(=O)=O)CC3)cc2)c1	.	-5.7	-1.0	-2.9	23.0
24	10.6	5.9	8.0	-3.5	7.5	-8.5	COc1cccc(N2C(=O)CN(Cc3ccc(OC)c(OC)c3)C2=S)c1	89.3	23.6	0.7	5.7	8.5
25	2.2	-2.4	-4.3	6.3	-5.3	48.8	COc1ccc(C(=O)NNC(=O)COc2ccc(Cl)cc2C)cc1S(=O)(=O)N1CCOCC1	115.7	-0.8	0.0	-0.7	-48.8
26	100.8	2.7	.	-10.2	-14.3	-34.0	O=C(OC(C(=O)NCc1cccs1)c1ccc(F)cc1)c1ccco1 (configuration not stated)	116.7	6.1	-0.9	-2.5	34.0
27	-10.7	1.7	10.2	-6.6	2.6	-4.8	CC(=O)Nc1ncc(Cc2cccc(Cl)c2)s1	92.5	-3.2	0.7	0.3	4.8
28	44.4	-9.1	28.5	-9.8	-5.2	47.8	COc1ccccc1C(=O)Nc1ccc2oc(-c3ccc(F)cc3)nc2c1	95.0	2.0	-1.2	-0.9	-47.8
29	156.4	-0.5	-8.8	6.7	-2.9	5.0	O=C(/C=C/c1ccccc1)Nc1nnc(-c2ccco2)o1	84.7	6.3	-1.4	0.0	-5.0
30	-13.1	4.2	2.1	-2.0	-1.6	-0.5	COc1ccccc1OCc1nnc(SCCN2CCOCC2)o1	104.1	11.0	-3.1	-2.6	0.5
31	-16.4	3.4	-2.9	1.4	-6.5	12.1	CCOC(=O)c1cnn(CCOC(=O)c2ccc(OC)cc2)c1NC(=O)c1ccc(OC)cc1	85.1	7.2	2.4	0.0	-12.1
32	391.5*	-5.7	-11.4	-11.0	4.3	-3.6	O=C(CSc1nnc(COc2ccccc2Cl)o1)NC(=O)NC1CCCC1	121.7	5.9	-0.1	1.5	3.6
33	-19.6	-0.6	22.5	-7.7	-1.6	63.2	CC(=O)Nc1ccc(C(=O)OCC(=O)N2CC3(C)CC2CC(C)(C)C3)cc1 (configuration not stated)	97.6	24.5	-3.2	-0.8	-63.2
34	7.5	-4.2	12.0	-6.1	-9.4	-10.2	COc1ccc(N(CC(=O)N/N=C(\C)c2ccc(OC)c(OC)c2)S(=O)(=O)c2ccccc2)cc1	105.0	-7.9	-0.8	0.2	10.2
35	-23.8	-0.3	8.7	-17.6	14.1	.	O=C(Nc1cc(S(=O)(=O)N2CCCCC2)ccc1N1CCOCC1)c1cc(=O)[nH]c2ccccc12	92.1	-3.0	-4.9	-0.9	.
36	191.4	0.8	111.9*	-9.2	-6.8	.	CC1CCC(C(C)C)C(=O)/C1=C/c1ccc(N)cc1 (configuration not stated)	95.1	4.9	1.9	4.1	.
37	3.7	7.4	10.6	-0.9	-10.8	-3.0	COc1ccccc1C(=O)N1CCN(c2ccc(N3CCOCC3)nn2)CC1	.	-15.5	1.7	-1.9	3.0
38	11.8	5.5	7.1	-10.4	5.0	-10.7	CN(Cc1ccccc1)C(=O)CSc1nnc(-c2ccco2)n1-c1ccccc1	101.1	-8.1	1.2	7.7	10.7
39	89.9	6.1	-7.2	-6.6	-5.4	-10.2	CC(=O)N1c2ccc(S(=O)(=O)N3CCC(C(=O)NC4CCCCC4C)CC3)cc2CC1C (configuration not stated)	101.2	14.2	-1.2	.	10.2
40	-3.4	-0.8	-1.0	-5.5	4.9	-13.3	Cc1cccc2sc(NNC(=O)C3=COCCO3)nc12	108.0	21.9	0.9	3.1	13.3

Screening results: PubChem, several laboratories
